# Screens deposited in PubChem by The Scripps Research Institute Molecular Screening Center.
# OXTR potentiate: human OXTR potentiation; actives 0.061% (n = 320,000); activation, % at 3 µM; CHO-OTR cells, Fluo-8 calcium fluorescence, potentiator mode; 0% = oxytocin EC15, 100% = EC100; P30559;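 active = activation above that plate's cutoff, the mean activation of tested compounds plus 3 SD, cut at about 6.6% in these data, passing the limit was not always enough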;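 note: 100% uses oxytocin at 75 nM as the full agonist control; some results filed as inactive read as strong as hits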
# Target sequence (P30559 whole entry, looked up): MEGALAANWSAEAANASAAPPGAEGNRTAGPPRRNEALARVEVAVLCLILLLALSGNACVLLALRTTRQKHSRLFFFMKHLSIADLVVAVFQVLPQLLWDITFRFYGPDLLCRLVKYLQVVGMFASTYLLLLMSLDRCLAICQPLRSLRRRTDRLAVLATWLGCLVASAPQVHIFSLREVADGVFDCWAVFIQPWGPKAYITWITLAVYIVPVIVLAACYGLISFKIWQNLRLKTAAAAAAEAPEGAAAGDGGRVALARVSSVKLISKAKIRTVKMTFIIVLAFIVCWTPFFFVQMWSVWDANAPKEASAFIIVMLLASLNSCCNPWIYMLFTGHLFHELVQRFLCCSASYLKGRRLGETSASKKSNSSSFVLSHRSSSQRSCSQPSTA
#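 System: human OTR in CHO cells; Also added: sub-maximal oxytocin, roughly EC15; Timing: compound 6 min at room temperature before oxytocin, 100 s read; Technique: Fluo-8 intracellular calcium fluorescence, ex 470-495, em 515-575 nm; Controls: oxytocin EC15 low and EC100 high; Replication: singlicate.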
# CHO parental Ca: counter-screen: ATP calcium response change in parental CHO cells; AID 463079; inhibition, % at 5.6 µM; actives 0.63% (n = 330,000); parental CHO-K1, ATP-induced calcium, Fluo-8 fluorescence;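 active = inhibition above that plate's mean sample inhibition plus 3 SD, cut at about 26% in these data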;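 note: 0% = ATP-challenged DMSO wells and 100% = DMSO wells without ATP; some compounds past the cut are filed as inactive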
#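 Material: parental CHO cells / Compound: single nominal dose of 5.6 µM per compound / Signal: Fluo-8 fluorescence / Replicates: singlicate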
# M1 ag parental: nonselective activator or artifact in parental CHO-K1 cells | AID 602248 | actives 0.48% (n = 360,000) | activation, % at 3 µM | Fluo-8 calcium fluorescence; scaled to maximal ATP response, vehicle zero; in the data active = activation above about 15%;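 note: untransfected CHO-K1 host cells lacking M1 receptor as counterscreen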
# M1 PAM parental: counter-screen for M1 PAMs: effect in parental CHO-K1 cells. ATP EC20, Fluo-8 calcium fluorescence; 0% at ATP EC20, 100% at ATP max. activation, % at 3 µM. actives 0.02% (n = 360,000). AID 602247;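 active = activation above the run cutoff, the mean activation of all test compounds plus 3 SD, cut at about 40% in these data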;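 note: peak over basal fluorescence ratio in a 140 s read after ATP addition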
# V1aR counter: activates human V1a receptor in oxytocin agonist counter-screen | P37288 | CHO-V1R cells, Fluo-8 calcium fluorescence, agonist mode; 0% DMSO, 100% 3 nM vasopressin | activation, % at 3 µM | actives 0.25% (n = 320,000);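 active = activation above the mean activation of all tested compounds plus 3 SD, per screening run, cut at about 20% in these data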;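 note: signal is peak over basal fluorescence ratio across a 100 second FLIPR read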
# OXTR agonist: human OXTR agonism; P30559; CHO-OTR cells, Fluo-8 calcium fluorescence; normalized: DMSO 0%, oxytocin 100%; activation, % at 3 µM; actives 0.32% (n = 320,000);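 active = activation above the mean of all tested compounds plus 3 SD, cutoff set per screening run, cut at about 20% in these data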;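 note: peak over basal fluorescence ratio from a 100 s FLIPR kinetic read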
# CHO-K1 Ca antag: nonselective inhibitor or artifact in parental CHO-K1 cells | ATP-induced calcium, Fluo-8 fluorescence | inhibition, % at 3 µM | actives 0.6% (n = 360,000) | AID 602250;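 active = inhibition above a per-plate cutoff, the plate's mean sample inhibition plus 3 SD, cut at about 24% in these data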;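 note: 0% = DMSO plus EC80 ATP and 100% = DMSO alone without ATP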
# GPR7 antagonist: blocks human GPR7 receptor signaling | P48145 | inhibition, % at 4.4 µM | actives 1.1% (n = 290,000) | AID 1861 | GPR7-expressing cells, fluorescence antagonist assay; in the data active = inhibition above about 16%, passing the limit was not always enough;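 note: cells stimulated with the agonist NPW; 0% = agonist with vehicle and 100% = vehicle without agonist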
# Target sequence (P48145 whole entry, looked up): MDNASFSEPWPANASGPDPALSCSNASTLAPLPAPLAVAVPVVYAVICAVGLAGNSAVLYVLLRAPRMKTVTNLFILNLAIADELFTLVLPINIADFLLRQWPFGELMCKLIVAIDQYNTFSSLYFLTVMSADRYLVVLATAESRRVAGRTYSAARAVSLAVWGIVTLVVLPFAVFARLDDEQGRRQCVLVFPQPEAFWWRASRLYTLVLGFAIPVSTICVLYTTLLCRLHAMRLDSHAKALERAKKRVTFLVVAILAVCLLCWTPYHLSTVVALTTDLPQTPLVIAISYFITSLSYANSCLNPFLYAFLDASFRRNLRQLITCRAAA
# TAAR1 antagonist: human TAAR1 antagonism; Q96RJ0; CHO RD-HGA16 TAAR1, Fluo-8 calcium fluorescence, antagonist; inhibition, % at 3 µM; actives 1.5% (n = 360,000);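 active = inhibition above a per-plate cutoff, the mean inhibition of test compounds on that plate plus 3 SD, cut at about 49% in these data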;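 note: 0% = DMSO plus EC80 beta-PEA response and 100% = DMSO alone without agonist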
# Target sequence (Q96RJ0 whole entry, looked up): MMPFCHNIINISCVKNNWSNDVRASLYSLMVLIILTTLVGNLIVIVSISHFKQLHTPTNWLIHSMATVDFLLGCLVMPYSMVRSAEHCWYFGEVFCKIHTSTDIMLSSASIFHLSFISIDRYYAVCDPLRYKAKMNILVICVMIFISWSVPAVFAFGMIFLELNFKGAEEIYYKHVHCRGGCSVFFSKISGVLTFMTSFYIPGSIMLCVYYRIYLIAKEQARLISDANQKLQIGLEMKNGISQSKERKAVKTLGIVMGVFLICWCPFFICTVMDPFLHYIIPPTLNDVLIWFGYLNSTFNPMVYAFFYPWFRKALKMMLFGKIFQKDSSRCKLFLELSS
#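 test system = CHO RD-HGA16 cells bearing hTAAR1 | replication = singlicate | controls = DMSO-only wells and EC80 β-PEA-stimulated wells | reagent = EC80 β-phenethylamine stimulus | read-out basis = percent inhibition of PEA-evoked calcium signal, max/basal emission ratio | schedule = seeding 17-24 h prior, 75-min 37 °C, 30-min RT dye loading | signal = kinetic Fluo-8 calcium fluorescence measurement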
# The depositor's hits bear a star; · = no result given.
SMILES,OXTR potentiate,CHO parental Ca,M1 ag parental,M1 PAM parental,V1aR counter,OXTR agonist,CHO-K1 Ca antag,GPR7 antagonist,TAAR1 antagonist
CCCS(=O)(=O)NC(=O)C1(C)CCCN(C(=O)c2ccc3ccccc3c2)C1 (stereo unspecified),·,·,0.7,16,·,·,1,·,-1
OCCNCC12CC3CC(CC(C3)C1)C2,-3,-17,2.4,24,1.1,1.1,-18,-2,-33
O=C(NNc1cccc(Cl)n1)Nc1ccccc1Cl,-10,-2,-0.1,8,0.1,-0.1,6,-4,2
Cc1csc(NC(=O)c2ccc3c(=O)n4c(nc3c2)CCCCC4)n1,-2,-15,2.2,5,1.2,1.8,-4,-9,9
O=C(Nc1ccccc1N1CCCC1)c1ccc([N+](=O)[O-])o1,-9,-19,0.1,-1,-1.2,-1.2,-5,0,-13
Clc1ccc(NNc2ccnc3cc(Cl)ccc23)cc1,-10,-4,0.3,5,0.5,-0.1,-7,-5,-9
O=C(/C=C/c1ccco1)N1CCN(c2ccccc2)CC1,-6,-3,0.6,7,1.1,-0.5,-1,-5,0
CCOC(=O)N1CCN(CC(O)c2ccc3c(c2)CCN3)CC1 (stereo unspecified),-5,-5,-0.1,2,0.1,-0.4,-7,-11,-1
CCOC(=O)C1CC2=C(CCCC2=O)NC1=O (stereo unspecified),·,·,-0.1,-14,·,·,11,·,-26
CC(C)N(C(=O)COC(=O)[C@H](C)NC(=O)c1ccco1)c1ccccc1,-7,9,0.1,-11,-0.3,-0.7,-4,-4,-11
Nc1c(NCCN2CCOCC2)c2ccccc2oc1=O,-17,3,0.4,20,1.1,0.0,-10,-5,5
CCCCCn1c(=O)c2ccccc2n2c(=S)[nH]nc12,0,-8,-0.5,-9,-0.8,-1.5,1,-8,-28
Cc1cccn2c(=O)c3cc(C(=O)NCCCN4CCCC4=O)n(C)c3nc12,-2,-7,0.3,1,-0.4,-1.1,11,-1,7
CCC(CC)c1nnc(NC(=O)CS(=O)(=O)c2ccc(C)cc2)s1,-5,-7,0.4,-5,-0.6,0.3,-5,-8,-25
CCn1cc(/C=C(\NC(=O)c2cc(OC)c(OC)c(OC)c2)C(=O)NCCN2CCOCC2)c2ccccc21,6,-19,0.1,10,0.0,-0.2,-4,-12,-19
O=c1c2c(O)cc(O)cc2oc2c(O)ccc(O[C@H]3O[C@@H](CO)[C@H](O)[C@@H](O)[C@@H]3O)c12,2,-1,0.3,11,0.9,0.8,-8,·,10
CC(=O)Nc1cccc(Oc2ccc(-c3noc(C)n3)cc2)c1,-13,-7,1.9,-2,5.7,6.3,-3,2,9
O=C(NCc1ccco1)C1CCN(S(=O)(=O)c2cccc3cccnc23)CC1,-2,-3,0.4,0,-0.2,0.8,12,·,-3
COc1ccc2[nH]c(-c3cccc(F)c3)cc(=O)c2c1,-5,-9,0.4,4,0.6,0.1,-1,19,-8
Cc1c2ccccc2cc[n+]1CCCS(=O)(=O)[O-],7,13,4.8,25,-0.7,1.6,-3,-4,-3
CCOC(=O)c1cnc(SCC(=O)NNC(=O)c2ccco2)nc1N,-10,-5,5.5,6,-0.3,2.1,-9,6,-9
Cc1cc(C(=O)NNC(=O)c2cccc(S(=O)(=O)N3CCOCC3)c2)c2ccccc2n1,-4,0,9.6,20,-0.2,0.5,-11,-15,-14
C=C(C)c1cccc(C(C)(C)NC(=O)Nc2ccc(OC)cc2)c1,-4,-2,1.2,17,2.2,-1.7,-3,8,-5
O=c1[nH]cnc(O)c1C1C=CC=CC=C1,·,·,0.6,17,·,·,6,·,-10
COc1cc(/C=N/NC(=O)CCNC(=O)c2ccccc2Cl)ccc1O,5,4,0.0,-6,0.4,0.2,8,2,1
Cc1sc(NC(=O)CCCC(=O)O)c(C#N)c1C,0,2,-0.2,-4,0.3,-0.8,0,-10,-1
CC(C)C(=O)Nc1cccc(NC(=S)NC(=O)c2ccc(Cl)cc2)c1,-6,5,5.8,11,11,7.3,-4,18,5
CN(C)c1nc(NNC(=O)c2ccccc2)nc(N(C)C)n1,·,·,0.2,-5,·,·,1,·,-10
O=C(Nc1ccc2c(c1)CCC2)c1cc(S(=O)(=O)N2CCN(c3ccccc3)CC2)ccc1Cl,-19,-5,0.4,12,-0.8,-1.8,-7,-3,-14
Cc1nc(NC(=O)c2ccc(Cl)cc2)sc1-c1csc(Nc2cccc(F)c2)n1,-2,-11,·,·,0.0,0.6,·,13,·

# 3 structures from above, arranged by formula weight, ascending:
SMILES,OXTR potentiate,CHO parental Ca,M1 ag parental,M1 PAM parental,V1aR counter,OXTR agonist,CHO-K1 Ca antag,GPR7 antagonist,TAAR1 antagonist
O=c1[nH]cnc(O)c1C1C=CC=CC=C1,·,·,0.6,17,·,·,6,·,-10
CC(C)C(=O)Nc1cccc(NC(=S)NC(=O)c2ccc(Cl)cc2)c1,-6,5,5.8,11,11,7.3,-4,18,5
Cc1nc(NC(=O)c2ccc(Cl)cc2)sc1-c1csc(Nc2cccc(F)c2)n1,-2,-11,·,·,0.0,0.6,·,13,·

# Following part
SMILES,OXTR potentiate,CHO parental Ca,M1 ag parental,M1 PAM parental,V1aR counter,OXTR agonist,CHO-K1 Ca antag,GPR7 antagonist,TAAR1 antagonist
Cc1ccc(-n2c(SCC(=O)O)nc3c(sc(=S)n3-c3ccc(C)c(C)c3)c2=O)cc1,-10,-14,0.1,7,0.8,0.1,-10,-17,2
O=C1C=CC(=O)N1c1ccc(OC(F)F)cc1,-5,3,-0.5,-11,0.2,0.5,15,-1,-10
CCOc1cc(C(=O)NCCCn2ccnc2)cc(OCC)c1OCC,-8,-12,-0.1,-6,-1.0,-1.7,-3,-1,-2
C/C(=N\NC(=O)c1ccccc1O)c1cccc(NC(=O)c2ccccc2)c1,-10,-12,1.6,15,1.9,0.5,-14,-4,-6
O=C(N/C(=C/C=C/c1ccccc1)C(=O)N1CCOCC1)c1ccccc1Br,-9,-22,1.5,12,0.4,-0.3,-8,-19,-16
COc1ccc(OCc2nnc3n2N=C(c2ccc(C)cc2)CS3)cc1,-9,-9,-0.1,11,-0.8,-1.6,9,7,-12
CN(C)CCNCCCOc1ccccc1-c1ccccc1,-18,-17,·,·,1.0,1.5,·,-3,·
CCOC(=O)C1=NNC2(c3ccc(Cl)cc3)C(=O)N(c3ccc(C)cc3)C(=O)C12 (stereo unspecified),-7,-25,1.1,0,-1.7,-2.0,1,0,11
CC(NC(=O)c1ccc2c(c1)OCO2)c1cccc(C(F)(F)F)c1 (stereo unspecified),-3,-15,0.6,-4,-0.6,-1.4,-12,·,17
COc1ccc(-c2noc(Cc3ccccc3OC)n2)cc1,-26,-14,0.4,20,6.9,-1.3,-3,3,6
Cc1nc2ccccc2c(=O)n1Nc1cccc(Cl)c1,-9,-8,1.4,5,0.7,-1.0,-8,-4,-12
OCCC1CN(Cc2ccc(F)cc2)CCN1CCCc1ccccc1 (stereo unspecified),·,·,0.7,1,·,·,-5,-4,-15
Cc1ccc(-n2c(-c3cnccn3)n[nH]c2=S)c(Br)c1,-11,3,0.3,-15,0.5,0.2,4,-7,104*
O=c1oc(Cl)c(Cl)c2ccccc12,-4,2,0.5,8,1.4,-0.3,2,·,-33
COc1ccc2sc(-c3ccc(SC)cc3)c(C#CCO)c2c1,-8,-16,0.1,-7,-0.1,-0.2,-10,·,20
O=c1[nH]nc(SCc2nnc(-c3ccc([N+](=O)[O-])cc3)o2)n1C1CCCCC1,-4,-16,3.8,17,2.8,1.6,-20,-7,-10
CC(=NNC(=S)Nc1ccccc1Cl)c1ccccn1,·,·,-0.3,18,·,·,-8,·,6
COc1cc(CN2CCN(Cc3ccc([N+](=O)[O-])cc3)CC2)c([N+](=O)[O-])cc1OC,1,0,1.9,6,4.3,1.3,-10,1,-2
O=C(NCCc1ccccc1)C1CCCN1S(=O)(=O)c1ccccc1 (stereo unspecified),-9,-21,1.3,8,-0.1,-0.2,-5,-11,0
COCCNC(=S)N=Nc1c(O)[nH]c2c(C)cc(C)cc12,-4,-4,0.0,22,-0.1,-1.0,-5,-1,-12
O=C(CSC1=NC(=O)C(Cc2ccccc2)C(=O)N1)Nc1ncc(Br)cc1Br (stereo unspecified),-1,-12,0.1,2,3.2,0.5,-2,-3,-6
COc1cccc(/C=C2/Sc3ccc(C(=O)NCCCN4CCCC4)cc3NC2=O)c1,-5,-5,0.0,0,-0.4,0.1,-12,9,-22
Cc1ccc(O)c(NC(=O)c2ccc3c(c2)C(=O)N(Cc2ccco2)C3=O)c1,-5,-4,2.6,-5,0.1,0.6,5,-11,8
Cc1ccc2c(c1)NC(=O)C(CC(=O)NC1CCCCC1C)O2 (stereo unspecified),-9,-11,0.2,13,0.2,0.5,-3,-16,-5
C#CCOCCOCCOCCNc1nc(N2CCN(C(=O)[C@H](CC(N)=O)n3cc(C(N)[C@@H](C)CC)nn3)CC2)nc(N2CCN(C(=O)[C@H](CCCCN)n3cc([C@@H](N)CC(N)=O)nn3)CC2)n1 (stereo partly specified),1,17,0.9,15,0.2,1.7,-13,·,-11
Cc1c(CC(=O)N[C@@H](C)C(=O)O)c(=O)oc2cc3c(cc12)CCC(C)(C)O3,-7,-1,0.0,1,4.2,-0.1,-6,-8,-7
CCN(CC)CCCNC(=O)CSc1c2c(nc3cc(Cl)ccc13)CCCC2,4,-15,0.1,31,4.0,0.6,-12,-12,8
Cc1cc(C)c2c(N)c(-c3nnc(SCc4ccc(Cl)cc4)n3C)sc2n1,-7,-24,1.7,22,0.2,-1.8,-8,-8,-3
NC(=O)C1(N2CCCCC2)CCN(C(=O)CSc2nc(C(F)(F)F)cc(=O)[nH]2)CC1,-5,5,-0.1,-3,-0.2,1.7,6,-16,6
CC(C)(C)c1nnc(NC(=O)NS(=O)(=O)c2ccccc2)s1,-10,7,-0.1,-3,0.6,0.8,-3,2,-16
COc1ccc(NC(=O)c2ccc3c(c2)OCO3)cc1Cl,-3,-2,1.0,18,-0.7,0.5,1,6,2
CC(NC(=O)OC(C)(C)C)C(=O)Oc1cc2oc(=O)cc(-c3ccccc3)c2cc1Cl (stereo unspecified),-4,-6,0.3,-10,3.1,3.4,15,6,·
NCCCn1cnc2ccccc21,-3,-7,0.2,10,-0.7,-0.5,-19,-11,9
COc1ccc(Br)cc1C(=O)NC(=S)Nc1cc(-c2nc3ccccc3[nH]2)ccc1C,-5,-19,1.6,-4,-0.3,-0.6,13,-11,14
Cc1ccc(S(=O)(=O)NC(=O)Nc2ccc(F)c(F)c2)cc1,-7,4,2.5,7,0.1,0.9,0,-2,11
CCOc1nc(-c2ccccc2)ccc1-c1noc(-c2cccnc2)n1,-4,-14,0.3,13,-0.1,-0.5,-13,·,-11
OCC[C@@H]1C[C@@H](O)[C@H](O)[C@@]2(OCCc3ccccc32)O1,-3,-12,0.4,19,1.2,0.4,-11,-4,-19

# Compounds as they come (roughly 3.5% active in at least one column).
